Compound activity as filed in PubChem.
TcdB inh: inhibitors of Clostridioides difficile toxin B glycohydrolase; P18177; TcdB glycohydrolase enzymatic assay, plate reader; inhibition, % at 9.99 µM; 350,000 compounds, 0.24% hits; in the data active = inhibition above about 10%
PriA SSB inh: K. pneumoniae PriA-SSBct interaction inhibition; AlphaScreen SSBct-PriA binding, biotinylated peptide; inhibition, % at 33 µM; 430,000 compounds, 0.6% hits; AID 1272365; in the data active = inhibition mostly above about 37%, no sharp cut-off; inactive = mostly below about 20%;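 note: plate controls were negative control peptide for no effect and reference peptide for full effect; strong numbers were not always called active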
Anthrax LF inh2: inhibitors of Bacillus anthracis lethal factor protease; P15917; multiplex microsphere protease cleavage assay, LF; inhibition, % at 10 µM; 360,000 compounds, 0.12% hits; AID 588501; note: plate controls were buffer without enzyme for full effect and enzyme alone for no effect
BoNT A protease: BoNT A light chain protease inhibition; 360,000 compounds, 0.17% hits; AID 588499; inhibition, % at 10 µM; multiplex microsphere protease substrate cleavage, flow cytometry; note: plate controls were buffer without enzyme for full effect and enzyme alone for no effect
Vc quorum ag: inducers of Vibrio cholerae quorum light production without autoinducers. AID 588436. activation, % at 18.7 µM. V. cholerae BH1578 lux reporter, luminescence, 6 h. 350,000 compounds, 0.16% hits; in the data active = activation mostly above about 9.7%, no sharp cut-off; inconclusive = no clear call, values can overlap the other calls; inactive = mostly below about 3.7%; note: not every result past the cut was called active; inactives centre near 0; reference of the scale not given here
Yp Topo-I inh: Y. pestis Topo-I inhibition via cleavage products; Y. pestis Topo-I cleavage product accumulation, plate reader; activity, % at 10 µM; 360,000 compounds, 0.064% hits; in the data active = activity above about 50%, passing the limit was not always enough; inconclusive = no clear call, values can overlap the other calls; note: inactives centre near 2
PfHsp40 rescue: rescue of PfHsp40-mediated yeast toxicity | S. cerevisiae expressing PfHsp40, growth rescue, ATP luminescence | growth rescue, % at 12.5 µM | 340,000 compounds, 0.68% hits; in the data active = growth rescue above about 28%, passing the limit was not always enough; inconclusive = no clear call, values can overlap the other calls;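 note: yeast W303a lacking pdr1 and pdr3 grown in galactose medium; growth measured after three days at 30 °C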
SARS 3CLpro inh: SARS-CoV 3CLpro protease inhibition | P0C6X7 | inhibition, % at 6 µM | 290,000 compounds, 0.14% hits | recombinant SARS-CoV 3CLpro, quenched FRET peptide cleavage; in the data active = inhibition above about 12%
PrPC TRFRET: inhibitors of human cell surface prion protein PrPC; 370,000 compounds, 0.43% hits; inhibition, % at 13.8 µM; TR-FRET read-out; AID 720596; in the data active = inhibition above about 24%; note: 0% = median of the test wells and 100% = reference compound wells
Starred values were filed as active, the others as inactive; i = inactive; ? = inconclusive; · = no result given; & = joins results of further samples. Cut-off read from the data, not from the text of the source, unless noted: active = inhibition above about 30%; inconclusive = no clear call, values can overlap the other calls; inactive = below that.

SMILES	TcdB inh	PriA SSB inh	Anthrax LF inh2	BoNT A protease	Vc quorum ag	Yp Topo-I inh	PfHsp40 rescue	SARS 3CLpro inh	PrPC TRFRET
CC(C)=CC(=O)OCC(=O)Nc1ccccc1Cl	·	-20	-4	-0.3	i	1	0.5	-4	-4
N#C/C(=C(/O)COC(=O)CSc1ccc2ccccc2c1)c1nc2ccccc2[nH]1	·	-5	-3	-0.6	-0.8	-3	-0.3	3	14
Cc1ccc(OCCCC(=O)Nc2cc(S(=O)(=O)N3CCOCC3)ccc2N2CCOCC2)cc1	2.9	0	1	0.1	4.8	14	-0.4	·	1
Cc1sc2nc(SCC(=O)NCc3ccco3)n(C)c(=O)c2c1C	·	-13	-2	0.9	i	-2	-0.3	0	5
O=C(Nc1cccc(NC(=O)c2cncc(Br)c2)c1)c1cncc(Br)c1	-0.9	-2	-7	1.6	-0.8	-2	-0.1	2	-5
O=C(c1cc(F)c(F)cc1Cl)N1CCN(S(=O)(=O)c2cccs2)CC1	1.6	2	-2	-1.0	1.4	3	-0.3	·	-8
CC(C)Cn1[nH]c2c3c(ccc2c1=O)C(=O)c1ccccc1C3=O	·	7	-5	1.1	-17	-29	0.6	5	·
CC(=O)OC[C@H]1O[C@@H](n2ccc(=O)[nH]c2=S)C(OC(C)=O)C1OC(C)=O (stereo not given in full)	·	-1	-7	0.6	-0.3	8	-0.4	3	-3
COCCNC(=O)C1(C)CCCN(Cc2ccccc2N(C)C)C1 (stereo not given)	0.6	·	-5	-0.6	i	0	·	·	-4
COc1ccccc1NC(=O)/C=C/C(=O)O	-0.3	1	-2	-0.1	i	-4	0.3	0	8
O=C(Nc1ccc(F)cc1)N(Cc1nnc2n1CCCCC2)c1ccccc1	·	-9	-1	0.0	i	1	0.6	0	5
Cc1cc(C)nc(NC(=O)c2ccc([N+](=O)[O-])o2)n1	0.3	-1	0	-0.1	-0.1	1	-1.4	0	2
CCOC(=O)C1=CCC2C(=O)N(C3CCCCC3)C(=O)C12 (stereo not given)	-0.2	·	3	-0.7	·	·	·	·	-3
Cc1ccc(C)c(C(=O)Cn2c(NCCO)nc3ccccc32)c1	-0.3	0	-8	0.8	-0.4	2	0.1	4	-3
Cc1ccc(S(=O)(=O)NCC2(c3ccccc3)CCN(C)CC2)cc1	1.4	0	-3	0.9	1.8	-3	-0.3	2	-8
COCCNC(=O)CN1CCN(C(c2ccccc2)c2ccccc2)CC1	0.6	0	0	1.1	12	4	-1.0	3	-6
COc1cccc(OC)c1C(=O)N1CCN(Cc2cccnc2)CC1	1.7	49*	-4	-0.2	-0.2	2	0.9	4	-6
CC(C)Cn1c(SC(C)C(=O)NCC2CCCO2)nc2ccc(Cl)cc2c1=O (stereo not given)	5.2	-4	-3	1.3	i	-2	0.2	·	-1
CCOC(=O)/C(C#N)=C/c1cc(C)n(-c2ccc(C)cc2)c1C	0.2	-21	-3	0.0	·	43	2.2	1	0
Cc1cc(NC(=O)C(C)Sc2nc(-c3ccccc3)cc(=O)[nH]2)no1 (stereo not given)	1.4	0	-14	-1.9	-0.5	-8	-1.4	-1	-6

Full records as entered above:
Listed for `O=C(Nc1ccc(F)cc1)N(Cc1nnc2n1CCCCC2)c1ccccc1` → TcdB inh = ·; PriA SSB inh = -9; Anthrax LF inh2 = -1; BoNT A protease = 0.0; Vc quorum ag = i; Yp Topo-I inh = 1; PfHsp40 rescue = 0.6; SARS 3CLpro inh = 0; PrPC TRFRET = 5
Listed for `Cc1ccc(C)c(C(=O)Cn2c(NCCO)nc3ccccc32)c1` → TcdB inh = -0.3; PriA SSB inh = 0; Anthrax LF inh2 = -8; BoNT A protease = 0.8; Vc quorum ag = -0.4; Yp Topo-I inh = 2; PfHsp40 rescue = 0.1; SARS 3CLpro inh = 4; PrPC TRFRET = -3

Shown with each value named: entries from further up.
> O=C(Nc1ccc(F)cc1)N(Cc1nnc2n1CCCCC2)c1ccccc1
  TcdB inh: ·
  PriA SSB inh: -9
  Anthrax LF inh2: -1
  BoNT A protease: 0.0
  Vc quorum ag: i
  Yp Topo-I inh: 1
  PfHsp40 rescue: 0.6
  SARS 3CLpro inh: 0
  PrPC TRFRET: 5

> Cc1cc(C)nc(NC(=O)c2ccc([N+](=O)[O-])o2)n1
  TcdB inh: 0.3
  PriA SSB inh: -1
  Anthrax LF inh2: 0
  BoNT A protease: -0.1
  Vc quorum ag: -0.1
  Yp Topo-I inh: 1
  PfHsp40 rescue: -1.4
  SARS 3CLpro inh: 0
  PrPC TRFRET: 2

(next part)
SMILES	TcdB inh	PriA SSB inh	Anthrax LF inh2	BoNT A protease	Vc quorum ag	Yp Topo-I inh	PfHsp40 rescue	SARS 3CLpro inh	PrPC TRFRET
COC(=O)C1=CN(Cc2ccc(OC)cc2)C=C(C(=O)OC)C1c1ccc(O)c(OC)c1	2.2	-20	·	·	-0.2	31	-0.1	3	3
CCCCCn1c(=O)c(C(=O)NCc2ccccc2Cl)c(O)c2ccccc21	0.2	-6	-8	-1.7	i	2	-1.1	0	-4
CCC(C(=O)NCC1CCCO1)N(Cc1ccccc1)C(=O)CNS(=O)(=O)c1ccccc1 (stereo not given)	0.5	9	2	0.7	-0.6	6	-0.6	-1	2
O=C(NCc1ccc(Cl)cc1)C(=O)c1c[nH]c2ccccc12	-0.3	-8	0	0.3	-0.3	-5	-0.3	-1	6
COc1nc(N)nc(CC(=O)C2CC2)n1	·	-8	-2	-0.3	0.4	0	-0.7	-3	-1
CC(=O)N1CCc2cc(Br)cc(S(=O)(=O)N3CCCCCC3)c21	·	-9	-2	-1.4	-1.4	26	0.1	7	-1
CCCCC[C@@H](C)N1C[C@@H](COCc2ccccc2)Oc2cc(N3CCC[C@@H]3CO)ccc2S1(=O)=O	0.5	·	-7	-0.6	·	·	·	·	3
CCOc1cc(C2C(C(=O)OC)=C(C)N=C3SC(C)C(=O)N32)ccc1OC(C)=O (stereo not given)	·	-14	-4	1.1	-0.2	6	1.5	2	-7
CC(C)(C)c1ccc(C(=O)N2CCC2(C)C(=O)Nc2cccc(C#N)c2)cc1 (stereo not given)	1.4	·	4	-0.4	0.3	1	·	·	-3
Cc1ccc(Sc2ccc(N)cn2)cc1	0.6	-4	-4	0.2	0.6	6	0.2	-1	8
O=C(CCNS(=O)(=O)c1ccc(Br)cc1)NCc1ccco1	2.0	-5	·	·	i	5	-0.4	·	0
COc1nc(OC)nc(N2CCC(C(=O)Nc3cccc4c3CCCC4)CC2)n1	·	1	-3	0.4	i	9	-0.3	1	0
S=C(c1ccc(-c2ccccc2)o1)N1CCCCC1	0.2	35	-5	-0.9	i	21	2.0	4	-2
Cc1nc2c(S(=O)(=O)c3ccccc3)cnn2c(C)c1C	0.5	1	0	-0.1	-1.3	1	-0.8	2	1
O=C(NC1CCCCC1)c1ccc(COCC(F)(F)F)o1	·	-21	-1	-1.7	-2.1	0	1.0	1	-6
CCC(C)C1NC(=S)N(C2CCCCC2)C1=O (stereo not given)	·	-7	0	0.2	-0.2	-6	0.8	2	10
CC(=O)c1cccc(OCc2cc(C(=O)N(C)Cc3cnccn3)no2)c1	2.5	13	0	-2.2	-5.3	-6	-0.2	-4	0
CCOC(=O)c1cc(-c2ccccc2)n(CC(=O)Nc2cc(OC)cc(OC)c2)c1C	·	-6	-1	-1.2	i	15	0.7	5	-7
CC(=O)c1cn(-c2ccc(Cl)cc2)c(=O)n(Cc2ccc(F)cc2)c1=O	1.8	-14	3	0.5	-1.0	-5	0.6	-1	-3
CC(C)N(C(=O)[C@H]1CC(CC(=O)NCCCn2ccnc2)C(=O)N2CCc3c([nH]c4ccccc34)[C@]12C)C(C)C (stereo not given in full)	0.2	-3	0	-0.2	i	14	-2.5	·	-4
Cc1ccc(N2CC(=O)N(NC(=O)c3sc4nc(C)cc(C)c4c3N)CC2=O)cc1	-0.4	-3	-2	1.2	-0.6	-4	0.9	-2	-8
CN(C)C(=O)NC(Nc1ccc(Cl)cc1Cl)C(Cl)(Cl)Cl (stereo not given)	·	-13	-4	-0.6	-6.2	2	-0.5	-8	-6
C=CCn1c(Oc2ccccc2F)nc2c1c(=O)n(C)c(=O)n2C	-0.2	-13	6	0.4	3.8	12	-1.2	0	0
Cn1c(N)c(C(=O)COC(=O)/C=C/c2ccccc2Cl)c(=O)n(C)c1=O	2.2	-3	5	-0.1	-2.0	11	0.5	·	6
O=C1CC(=O)Nc2cc(S(=O)(=O)N3CCOc4ccccc43)ccc2N1	1.3	4	-2	-0.9	-1.3	6	-0.8	2	2
Cc1ccc([N+](=O)[O-])cc1NC(=O)C1CCCC1	-2.8	-2	9	1.3	-2.4	6	-1.6	1	-7
O=C(CC1OCC2CCCN2C1=O)Nc1ccc([N+](=O)[O-])cc1 (stereo not given)	0.8	-1	-4	-0.1	-0.2	3	-0.5	1	-10
O=C(CSc1nc(-c2ccco2)cc(C(F)(F)F)n1)NCCN1CCOCC1	·	-2	-3	0.1	i	-2	-0.5	2	5
COc1ccc(S(=O)(=O)Nc2ccc3c(c2)C(=O)N([C@H](C)CO)C[C@H](C)[C@@H](CN(C)S(=O)(=O)c2cccs2)O3)cc1	1.3&0.3	-7	-6	-0.5	-1.2	0	1.6	·	-5
CC1(C)CC(=O)C(C(c2ccccc2F)C2C(=O)CC(C)(C)CC2=O)C(=O)C1	·	-21	-1	-0.8	i	3	0.9	1	3
N#C/C(=C\C=C\c1ccccc1)C(=O)Nc1ccccc1	-0.1	0	1	-0.1	-3.0	-9	-0.9	-6	-6
COc1ccc(C)cc1NC(=O)CO/N=C(\N)CC(=O)Nc1ccccc1OC	2.2	·	-2	-0.9	i	-2	0.0	·	2
C=CCSc1nc2c(c(=N)n1CC=C)C1CCCC1S2 (stereo not given)	·	-11	-3	0.6	-0.7	24	0.1	-3	-3
Cc1ccc(C)c(-n2ccnc2SCC(=O)Nc2cccc(S(=O)(=O)NC3=NCCC3)c2)c1	-0.1	2	4	0.4	-6.1	25	0.7	·	0
CC1=CCC2C(=O)N(c3cccc(C(=O)Nc4ccccc4Cl)c3)C(=O)C2C1 (stereo not given)	-0.4	-13	3	1.5	-0.5	5	0.2	-1	2
N=c1n(CCN2CCCC2)c2ccccc2n1CC(O)c1ccc(Cl)c(Cl)c1 (stereo not given)	-0.4	-4	-1	0.3	-0.2	-4	5.3	-4	-18
Cc1cc(=O)oc2c(C)c(OC(C)C(=O)NCCCn3ccnc3)ccc12 (stereo not given)	0.1	-16	-3	-1.2	0.1	-1	-0.1	0	4
COc1cccc(C(NC(C)=O)c2nc(-c3cccc(O)c3)cs2)c1 (stereo not given)	2.0	·	-7	-0.1	i	-6	·	·	-2
S=c1[nH]nc(COc2ccc(Cl)cc2)n1-c1ccc(Cl)cc1	1.2	-5	-1	1.2	0.8	4	-0.2	8	-5
COc1ccccc1N1N=C(C(=O)c2ccccc2)C2C(=O)N(c3ccc(Br)cc3)C(=O)C21 (stereo not given)	2.2	0	-2	1.1	i	0	·	2	0
Cc1nn(C2CCS(=O)(=O)C2)c(C)c1CN(C)C(=O)c1ccc(Cl)cc1 (stereo not given)	0.6	-12	?	0.0	i	-5	-1.1	·	-6
O=c1n(Cc2ccccc2)c(O)c2n1Cc1ccccc1N=C2c1ccccc1	0.0	·	-2	-0.4	·	·	·	·	-2

A few values from above.
Result for CC1(C)CC(=O)C(C(c2ccccc2F)C2C(=O)CC(C)(C)CC2=O)C(=O)C1 in BoNT A protease: -0.8
Result for O=c1n(Cc2ccccc2)c(O)c2n1Cc1ccccc1N=C2c1ccccc1 in Anthrax LF inh2: -2

Some of the compounds tested; count on the stated rates, not on these rows.
